HepG2 viability = counter-screen for TGF-b inhibitors: cytotoxicity in HepG2 cells. 410,000 tested, 0.76% active. Potency, µM (titrated, usually from 46.1 µM), for the others: at the top dose activity change, negative = cytotoxicity, actives largely listed as cytotoxic. HepG2 CAGA-GFP viability, ATP luminescence, 18 h. AID 588856; further: potency means the concentration at half of the fitted maximal effect; some results filed as inactive show a strong effect at the top dose
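CellTiter-Glo luminescence gave cytotoxicity after 18 hours at 37 degrees C. The cells were HepG2 CAGA-GFP in 1% FBS DMEM, stimulated with 500 pg/mL TGF-beta after compound addition. %Activity was normalised to no-cell wells (complete cell-killing) and DMSO (no toxicity), and curves were fitted and classified.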
TGFb SMAD3 inh = blocks TGF-b signaling; AID 588855; Potency, µM (series often up to 46.1 µM), for the others: top-dose activity, negative = inhibition, usual class: inhibitors; HepG2 CAGA-GFP TGF-b/SMAD3 reporter, GFP fluorescence, 18 h; TGF-beta stimulated, 500 pg/mL final; 410,000 tested, 1.2% active; further: potency means the concentration at half of the fitted maximal effect; on the % scale 0 is the no-effect control and ±100 the full control effect; nearly all actives have a fitted effect of over 65% in size
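First, reporter cells (HEPG2 CAGA-GFP) rested 2 h at 37 degrees C. Next, compounds were pinned in and TGF-beta added to 500 pg/mL final. After 18 h, GFP was imaged per cell and summed per well.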
CCT chaperon mod = modulators of cytosolic chaperonin (CCT/TRiC) activity; purified chaperonin ATPase assay, HTRF ADP detection, 30 min; 360,000 tested, 0.3% active; activity change, % (no concentration beside the values), hits read low; in the data active means activity change below about -30%; further: on the % scale 0 is the no-effect control and ±100 the full control effect
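ATPase activity: ADP formed was measured by HTRF Transcreener (665/615 nm ratio) after 30 min at 37 deg C with 10 uM ATP. Compounds screened at one 76 uM concentration against 40 or 20 nM TRiC in Tris pH 7.4/KCl/MgCl2/DTT buffer.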
Nrf2 activator = activators of Nrf2 (ARE) signaling; 410,000 tested, 0.31% active; Potency, µM (titrated, usually from 46.1 µM), without a hit: at the top dose activation, hits mostly activators; AREc32 ARE-luciferase reporter (MCF7-derived line), luminescence, 24 h; further: potency means the concentration at half of the fitted maximal effect; % of control where 0% means no effect; nearly all actives have a fitted effect of over 65% in size
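For detection, Steady-Glo was added and plates sat 30 min at RT; before that, AREc32_Fluc cells grown overnight in OPTI-MEM/5% FBS had been treated with 23 nL compound for 24 hr at 37 deg C.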
A549 tox = counter-screen for Nrf2 inhibitors: cytotoxicity in A549 cells. 390,000 tested, 0.16% active. A549 ARE-Fluc cells, CellTiter-Fluor viability, 18-24 h. AID 504648. Potency, µM (doses to about 46 µM), for inactives: at the highest dose activity change, negative = cytotoxicity, hits mostly inhibitors; further: potency means the concentration at half of the fitted maximal effect; on the % scale 0 is the no-effect control and ±100 the full control effect
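Cytotoxicity counterscreen: CellTiter-Fluor fluorescence was measured in A549 ARE_Fluc cells after 18-24 h of compound exposure in a concentration series. The subsequent BugLite luminescent read reports ARE-luciferase activity.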
Mm-Cpn inhibitor = M. maripaludis TRiC chaperonin inhibition; Potency, µM (top dose mostly 76.9 µM), inactives show top-dose activity, negative = inhibition, hits mostly inhibitors; purified Mm-Cpn ATPase, ADP Transcreener TR-FRET; 330,000 tested, 0.031% active; further: potency means the concentration at half of the fitted maximal effect; on the % scale 0 is the no-effect control and ±100 the full control effect; nearly all actives have a fitted effect of over 80% in size
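ATPase turnover read by TR-FRET ADP competition (Eu cryptate antibody/ADP-d2, 665/590 nm): 10uM ATP final, 25nM Mm-CPN final, 30 min 37degC after 10-min compound preincubation, pH 7.4 Tris/KCl/MgCl2/DTT buffer.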
Akt phos inh = inhibitors of Akt phosphorylation | Neuro2A IGF-stimulated pAkt S473 HTRF, 20 min; stronger effect = lower value | activity change, % for hits at 50 µM | 360,000 tested, 0.32% active; in the data active means activity change below about -80%; inconclusive means mostly about -51% to -80%; further: on the % scale 0 is the no-effect control and ±100 the full control effect
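Neuro2A cells (4,500/well, DMEM with 0.5% FBS) were treated with compound at a single 50 µM final concentration, stimulated with 6 nM IGF for 20 min at 37 °C, and lysed. Phospho-Akt Ser473 was read by HTRF as 665/615 ratio ×10^4.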
Abeta rescue = compounds reversing amyloid beta toxicity in yeast; yeast expressing A-beta42, growth rescue, OD600, 48 h; response scale: 0% DMSO, 100% iron-clioquinol control; Potency, µM (series often up to 46.1 µM), without a hit: top-dose growth rescue, usual class: activators; 410,000 tested, 0.063% active; AID 1347071; further: potency means the concentration at half of the fitted maximal effect; nearly all actives have a fitted effect of over 55% in size
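Growth rescue measured by 600 nm absorbance after 48 h yeast culture at 30 C with compound. Values normalized between DMSO and an equimolar ferric chloride plus clioquinol control.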
Nrf2 block = inhibitors of Nrf2 signaling; A549 ARE-Fluc reporter, luciferase luminescence, 18-24 h; Potency, µM (titrated, usually from 46 µM), inactives show at the highest dose activity change, negative = inhibition, usual class: inhibitors; 360,000 tested, 2.1% active; further: potency means the concentration at half of the fitted maximal effect; on the % scale 0 is the no-effect control and ±100 the full control effect; nearly all actives have a fitted effect of over 60% in size
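Nrf2 activity is the BugLite luminescence, read 15 min after reagent at room temperature, following CellTiter-Fluor cytotoxicity readout (30 min, 37C). Compound titrations were applied for 18-24 h to 5000 A549 ARE_Fluc cells/well in 5% FBS OPTI-MEM.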
Numbers without * were called inactive; i = inactive; ? = inconclusive; nt = not tested or not shown; & = joins results of further samples; [ ] = remark or other dose. Unless noted, the call rests on the fitted dose curve; in most records, active means well fitted curve in the direction sought with a large enough effect; inconclusive means small, poorly fitted or top-dose-only effect, or another doubt; inactive means no such curve, though single readings can be large; an effect the other way counts as inactive or inconclusive.

Values run as follows: HepG2 viability	TGFb SMAD3 inh	CCT chaperon mod	Nrf2 activator	A549 tox	Mm-Cpn inhibitor	Akt phos inh	Abeta rescue	Nrf2 block
O=C(Nc1cn(-c2ccccc2)nc1-c1cccs1)c1ccco1
 : -4%	7%	-1.1	3.0%	-1%	-4%	i	-3%	-6%
CCC1=C(C(=O)OC)C(c2cc(OC)ccc2OC)C(C#N)=C(N)O1 (stereo unspecified)
 : -28%	4%	-2.2	2.1%	-21%	-2%	i	14%	-13%
Cc1nn(-c2ccccn2)c2c1-c1nc(N)ncc1CC2
 : 1%	-1%	-3.0	4.1%	-4%	-1%	i	2%	-6%
c1ccc2c(c1)[nH]c1c(NCC3CCCO3)ncnc12 (stereo unspecified)
 : -23%	?	-0.1	6.0%	-3%	0%	i	14%	15µM*
CSc1nc2c(cnn2-c2ccc(C)c(C)c2)c(=O)[nH]1
 : -7%	1%	-1.2	7.3%	-2%	0%	i	3%	-16%
O=c1cc(-c2ccc(O)c(O)c2)oc2cc(O)c([C@@H]3O[C@H](CO)[C@@H](O)[C@H](O)[C@H]3O)c(O)c12
 : 1%&-2%	3%&-9%	0.4	-0.5%	?	-6%	i	-21%	4%&23%
O=C(Cc1ccccc1)NC1(Cc2ccc(O)cc2)CCCCC1
 : -5%	17%	-2.2	0.2%	-12%	0%	i	-7%	-2%
Cc1ccc(CCNC(=O)c2ccc3c(=O)n(-c4ccc(C)cc4)c(=O)[nH]c3c2)cc1
 : -10%	1%	nt	-0.9%	-8%	nt	nt	-5%	4%[9.27 µM]
CSc1ccc(S(=O)(=O)N2CCC(C(=O)N3CCOCC3)CC2)cc1
 : -1%	2%	-2.3	0.1%	2%	0%	i	-12%	-27%
Cc1nn(C2CCS(=O)(=O)C2)c(C)c1CN(C)C(=O)c1cccc(Cl)c1 (stereo unspecified)
 : -24%	0%	-1.5	-1.0%	1%	-7%	i	32%	-17%
CCNC(=O)C1(C)CCCN(C(=O)c2sc(-c3ccccc3)nc2C)C1 (stereo unspecified)
 : -51%	?	-1.5	-0.2%[9.22 µM]	nt	nt	i	10%	nt
Cc1cc(C)cc(N(CC(=O)Nc2ccc(Br)cc2)S(=O)(=O)c2c(C)[nH]c(=O)[nH]c2=O)c1
 : -40%	0%	1.0	-0.9%	-1%	1%	i	-7%	-5%
COc1ccc(NC(=O)c2ccccc2NS(C)(=O)=O)cc1OC
 : 4%	0%	-1.1	-0.9%	-1%	-3%	i	-4%	-3%
COC(=O)NCc1ccc(Cl)c(Cl)c1
 : -1%	15%	-4.1	1.2%	-4%	1%	i	-3%	-6%
O=C(COc1ccccc1F)NC1CCN(Cc2ccccc2)CC1
 : 5%	-1%	-3.0	-0.3%	3%	1%	i	15%	0%
CCOC(=O)c1ccc(NC(=O)c2nc[nH]c2C(=O)NCCCCCNC(=O)OC(C)(C)C)cc1
 : -15%	4%	-0.7	-0.5%	-3%	2%	i	-10%	?
CCC1c2ccc(C)n2CCN1C(=O)Nc1ccc(F)cc1 (stereo unspecified)
 : -82%	23%	-6.5	2.0%	3%	0%	i	-14%	15%
CC1(C(=O)Nc2cccc3cccnc23)CCN1C(=O)CCC1CCCC1 (stereo unspecified)
 : -5%	7%	1.1	0.4%[9.22 µM]	nt	nt	i	1%	nt
CCN(CC)c1ccc(NC(=O)COC(=O)Cc2ccsc2)cc1
 : -1%	?	-1.6	21%	2%	-3%	i	7%	3%
CCOc1cc2[nH]c(=S)n(CCc3ccc(OC)c(OC)c3)c(=O)c2cc1OCC
 : -11%	-4%	-1.7	-0.3%	-5%	-2%	nt	10%	-4%
O=C(Cn1c(=O)cnc2ccccc21)N1CCN(S(=O)(=O)c2ccccc2Br)CC1
 : 1%	-5%	-1.7	0.1%	6%	-5%	i	7%	14%
COc1ccc(NC(=O)N(Cc2ccc(C)cc2)Cc2ccccn2)c(OC)c1
 : -9%	?	-0.2	1.1%	-4%	nt	i	7%	-22%
Nc1ccc2nc(-c3ccccn3)[nH]c2c1
 : -53%	?	1.2	8.2%	0%	-2%	i	-16%	nt
CCOC(=O)CSc1nnc(Cn2nnc(-c3ccccc3)n2)n1C
 : -14%	19%	1.4	-0.7%	-3%	4%	i	12%	?
COc1ccc(C(NC(=O)C2CCCCC2)c2c(O)ccc3ccccc23)cc1 (stereo unspecified)
 : -9%	?	-2.0	4.5%	-6%	-6%	i	5%	?
Cc1ccccc1OCC(=O)NCC(c1ccc(Cl)cc1)N1CCCCC1 (stereo unspecified)
 : -15%	-17%	nt	16%	-3%	nt	nt	-4%	5%
Cc1cccc(CNS(=O)(=O)c2ccc(-c3ccc(=O)[nH]n3)s2)c1
 : -3%	1%	1.2	0.4%	-13%	-1%	i	5%	?
COc1cc2cc(CN(CCO)S(=O)(=O)c3ccccc3Cl)c(=O)[nH]c2cc1OC
 : -2%	-9%	-2.0	0.3%	?	-1%	nt	9%	nt
Nc1c(-c2ccccc2)nnn1Cc1ccccc1
 : -38%	-2%	1.6	0.1%	2%	nt	i	1%	-4%
CCc1cccc(C)c1NC(=O)Cn1ncc2c3ccccc3n(Cc3ccccc3)c2c1=O
 : -3%	5%	nt	-0.9%	7%	nt	nt	-1%	8%

The closing 2 records of the section above are carried over, then new ones follow:
Values run as follows: HepG2 viability	TGFb SMAD3 inh	CCT chaperon mod	Nrf2 activator	A549 tox	Mm-Cpn inhibitor	Akt phos inh	Abeta rescue	Nrf2 block
Nc1c(-c2ccccc2)nnn1Cc1ccccc1
 : -38%	-2%	1.6	0.1%	2%	nt	i	1%	-4%
CCc1cccc(C)c1NC(=O)Cn1ncc2c3ccccc3n(Cc3ccccc3)c2c1=O
 : -3%	5%	nt	-0.9%	7%	nt	nt	-1%	8%
CC(=O)c1cc(-c2ccccc2)n(CC(=O)Nc2ccc(C)c(C)c2)c1C
 : -2%&-39%	-12%&-7%	1.8	-0.5%&-0.1%	-1%&-1%	-2%	i	-15%&10%	-2%
CCCCC(=O)Nc1nnc(S(=O)(=O)N2CCCc3ccccc32)s1
 : -7%	-14%	-4.6	-0.9%	-2%	-3%	i	-10%	7%
CCOC(=O)C1CCCCN1Cc1cc(OC)ccc1OC (stereo unspecified)
 : 7%	0%	2.3	-0.1%	-2%	1%	i	1%	14%
O=C(CCC1CCCN(C(=O)c2ccc3cc[nH]c3c2)C1)NCc1ccc(F)c(F)c1 (stereo unspecified)
 : -38%	-13%	-2.2	4.4%	-7%	-5%	i	10%	3%
Cc1onc(-c2ccccc2)c1C(=O)NC(=S)NNC(=O)c1cccnc1
 : 10%	26%	-1.6	-0.6%	4%	-3%	i	18%	-1%
CCc1cccc2c(C(=O)COC(=O)c3cccc(S(=O)(=O)N(C)C4CCCCC4)c3)c[nH]c12
 : -3%	-1%	0.9	-0.1%[9.22 µM]	2%	-4%	i	10%	2%
CC(C)(C)c1ccc(COn2c(=O)c(-c3ccco3)[n+]([O-])c3ccccc32)cc1
 : 2%	1%	0.1	0.4%	2%	1%	nt	14%	3%
Oc1ccc(CN2CCCCC2)nc1-c1ccccc1
 : -1%	-5%	-0.8	0.4%	4%	0%	i	8%	25%
CC(C)OCCCn1c(=O)c2ccccc2n2c(CCC(=O)NCc3ccccn3)nnc12
 : -5%	5%	0.2	-0.2%	-1%	-1%	nt	0%	-10%
CC1CCCN(S(=O)(=O)c2ccc(N(C(=O)c3cnccn3)C(C(=O)NC3CCCCC3)c3cccs3)cc2)C1 (stereo unspecified)
 : -7%	-20%	-1.5	1.7%	7%	-1%	i	6%	-14%
Cc1nc(CC(=O)Nc2ccc(N(C)C)cc2)cs1
 : 4%	4%	nt	0.7%	1%	nt	nt	-4%	7%
CC(C)c1ccc(NC(=O)CSC2=Nc3ccccc3C3=NC(CC(=O)NCCc4ccccc4)C(=O)N23)cc1 (stereo unspecified)
 : 0%	?	nt	8.2%	?	nt	nt	-2%	nt
Cn1ncc(Br)c1C(=O)NC1CCCCCCC1
 : 6%	6%	0.7	-0.6%	5%	1%	i	5%	21%
COc1ccc(NC(=O)CSc2nc3[nH]ncc3c(=O)n2-c2ccccc2OC)cc1OC
 : -5%	-4%	-1.0	0.8%	-9%	-1%	i	5%	-10%
Cc1cc(C)c2sc(N)nc2c1
 : 7%	6%	-0.6	-0.1%	0%	1%	i	1%	-27%
O=C(Nc1nnc(N2CCCCCC2)s1)Nc1ccccc1C(F)(F)F
 : -12%	nt	nt	6.9%	-10%	nt	nt	-12%	29%
CCC(CO)Oc1cc(NCc2ccccc2)c2ncn(C3CCCC3)c2c1 (stereo unspecified)
 : -27%	?	-1.4	-1.6%	-26%	-1%	i	13%	-19%
COc1cc(/C=N/N=C(\N)c2nonc2N)cc(OC)c1O
 : -13%	-16%	-1.1	6.5%	5%	0%	i	0%	?
COc1ccc(C(=O)C2CCCN(Cc3cnc(N4CCOCC4)s3)C2)cc1F (stereo unspecified)
 : -15%	-39%	-2.4	2.9%	0%	-1%	i	-12%	?

Screening results: PubChem BioAssay, National Center for Advancing Translational Sciences (NCATS)
